GPR7 antagonist – GPR7 receptor antagonists, primary screen, cell-based, fluorescence, single concentration. GPR7-expressing cells, fluorescence antagonist assay. 290,000 tested, 1.1% active. inhibition, % at 4.4 µM; in the data active = inhibition above about 16%, passing the limit was not always enough;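 note: cells stimulated with the agonist NPW; 0% = agonist with vehicle and 100% = vehicle without agonist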
Target sequence (P48145 whole entry, looked up): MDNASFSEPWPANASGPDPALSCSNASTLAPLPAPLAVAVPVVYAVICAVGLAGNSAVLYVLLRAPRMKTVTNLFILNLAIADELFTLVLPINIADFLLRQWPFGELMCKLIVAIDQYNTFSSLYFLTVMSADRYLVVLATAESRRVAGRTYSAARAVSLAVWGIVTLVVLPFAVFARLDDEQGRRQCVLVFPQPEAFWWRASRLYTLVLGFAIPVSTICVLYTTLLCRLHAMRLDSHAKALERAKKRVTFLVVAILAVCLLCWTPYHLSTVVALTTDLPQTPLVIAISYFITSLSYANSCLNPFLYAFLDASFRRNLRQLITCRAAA
M18AAP inhibitor – PfM18AAP inhibitors, malaria aminopeptidase, primary screen, biochemical, QFRET, recombinant enzyme. M18 aspartyl aminopeptidase (Plasmodium falciparum 3D7). H-Glu-NHMec fluorogenic cleavage. inhibition, % at 7.35 µM. 290,000 tested, 1.2% active. AID 1822, 2009;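 active = inhibition above the campaign mean inhibition over all tested compounds plus 3 SD, cut at about 28% in these data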;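 note: 0% = plate median of test compound wells and 100% = 2 mM ZnCl2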
OXTR potentiate – human OXTR potentiators, primary screen, fluorescence, CHO-OTR cells, Fluo-8 calcium; Oxytocin receptor (Homo sapiens), P30559; Fluo-8 calcium fluorescence, potentiator mode; 0% = oxytocin EC15, 100% = EC100; activation, % at 3 µM; 320,000 tested, 0.061% active; AID 2445, 2010;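 active = activation above that plate's cutoff, the mean activation of tested compounds plus 3 SD, cut at about 6.6% in these data, passing the limit was not always enough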;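 note: 100% uses oxytocin at 75 nM as the full agonist control; some results filed as inactive read as strong as hits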
Target sequence (P30559 whole entry, looked up): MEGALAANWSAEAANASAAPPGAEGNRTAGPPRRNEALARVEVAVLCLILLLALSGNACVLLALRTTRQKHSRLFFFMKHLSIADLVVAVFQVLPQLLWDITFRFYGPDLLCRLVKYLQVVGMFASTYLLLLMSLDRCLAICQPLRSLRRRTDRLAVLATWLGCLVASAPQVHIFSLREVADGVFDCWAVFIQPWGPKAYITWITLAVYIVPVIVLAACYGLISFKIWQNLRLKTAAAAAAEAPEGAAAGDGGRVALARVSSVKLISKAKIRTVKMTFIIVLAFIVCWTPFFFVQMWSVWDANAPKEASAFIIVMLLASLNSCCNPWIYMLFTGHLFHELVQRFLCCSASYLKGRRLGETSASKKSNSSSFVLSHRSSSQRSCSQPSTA
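Assay system: CHO cell line stably expressing human OTR. Reagent: EC15 oxytocin agonist. Dosing: single dose, 3.0 µM nominal final compound concentration. Timing: compound 6 min at room temperature before oxytocin, 100 s read. Signal: kinetic Fluo-8 calcium fluorescence. Controls: oxytocin EC15 low and EC100 high.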
V1R ag counter – agonists of human V1a receptor, primary screen, counter-screen for OXTR agonist project, fluorescence, CHO-V1R cells; Fluo-8 calcium fluorescence, agonist mode; 0% DMSO, 100% 3 nM vasopressin; activation, % at 3 µM; 320,000 tested, 0.25% active; AID 2797, 2010;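 active = activation above the mean activation of all tested compounds plus 3 SD, per screening run, cut at about 20% in these data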;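 note: signal is peak over basal fluorescence ratio across a 100 second FLIPR read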
NALP1 yeast inh – NALP1 inflammasome inhibitors in reconstituted yeast, colorimetric, S. cerevisiae, triplicate retest | S. cerevisiae NALP1/ASC/caspase-1 growth, X-gal OD620, 72 h | inhibition, % at 10 µM | 280,000 tested, 0.61% active | AID 2071, 2009; in the data active = inhibition mostly above about 24%, no sharp cut-off; inactive = mostly below about 32%; note: some compounds called inactive have numbers as strong as hits
MEKK2mut PB1 HTS – MEK5 binding signal on mutant MEKK2 PB1, primary screen, biochemical, multiplex bead flow cytometry, Alexa488-MEK5; Alexa488-MEK5 binding to MEKK2 mutant; percent response, % at 10 µM; 290,000 tested, 0.35% active; in the data active = percent response above about 24%, passing the limit was not always enough; note: inactives centre near 1; some results filed as inactive read as strong as hits
MEKK2wt PB1 HTS – modulators of MEK5 binding to wildtype MEKK2, primary screen, biochemical, multiplex bead flow cytometry, Alexa488-MEK5. binding response (% of control), % at 10 µM. 290,000 tested, 1.1% active. Alexa488-MEK5 binding to MEKK2 WT; actives lie on both sides. Mitogen-activated protein kinase kinase kinase 2 (Homo sapiens), Q9Y2U5; in the data active = binding response below about 67% or above about 130%
GalR3 antagonist – GalR3 antagonists in HEK293 cells, primary screen, cell-based, fluorescence readout; Galanin receptor type 3 (Homo sapiens), O60755; HEK293 GalR3-CNG cAMP membrane potential fluorescence; galR3 body fused to GalR1 C-terminus; inhibition, % at 3 µM; 360,000 tested, 0.44% active;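 active = inhibition above the screen-wide average plus 3 SD, cut at about 13% in these data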;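 note: forskolin and galanin both at EC90 stimulate the cells; cAMP rise reported by CNG channel membrane potential dye signal; 0% = forskolin plus galanin with DMSO and 100% = forskolin alone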
Target sequence (O60755 1-299 limits assumed): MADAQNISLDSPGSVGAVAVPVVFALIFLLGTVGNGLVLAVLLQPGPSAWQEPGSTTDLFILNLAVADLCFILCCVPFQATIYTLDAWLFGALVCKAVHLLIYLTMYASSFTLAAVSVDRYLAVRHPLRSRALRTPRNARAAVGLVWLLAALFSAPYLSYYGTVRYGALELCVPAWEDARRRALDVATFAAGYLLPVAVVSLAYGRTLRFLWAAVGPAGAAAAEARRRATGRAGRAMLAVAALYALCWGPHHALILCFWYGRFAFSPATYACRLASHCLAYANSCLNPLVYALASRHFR
OXTR ag – human OXTR agonists, primary screen, fluorescence, CHO-OTR cells, Fluo-8 calcium. Fluo-8 calcium fluorescence; normalized: DMSO 0%, oxytocin 100%. activation, % at 3 µM. 320,000 tested, 0.32% active. Oxytocin receptor (Homo sapiens), P30559;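 active = activation above the mean of all tested compounds plus 3 SD, cutoff set per screening run, cut at about 20% in these data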;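 note: peak over basal fluorescence ratio from a 100 s FLIPR kinetic read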
* hit, by the source's call; nt = no result given; [ ] = another dose, or the depositor's remark.

SMILES	GPR7 antagonist	M18AAP inhibitor	OXTR potentiate	V1R ag counter	NALP1 yeast inh	MEKK2mut PB1 HTS	MEKK2wt PB1 HTS	GalR3 antagonist	OXTR ag
CC(C)c1ccc(NC2CCCN(C(=O)c3cnc4ccccn4c3=O)C2)cc1 (stereo unspecified)	-7	-3	1	0.3	11	4	107	-3	-1.1
CN(C)S(=O)(=O)c1ccc(C(=O)Nc2cccc(S(=O)(=O)NC3=NCCC3)c2)cc1	-4	-7	-5	0.3	0	-10	92	2	0.1
CCc1cc(-c2n[nH]c(CCC(=O)O)c2-c2nc3ccccc3n2C)c(O)cc1O	-20	15	-7	-0.2	-10	3	104	1	-0.3
CCC(=O)N1CCC2(CC1)Oc1ccc(F)cc1C(=O)C21CC(c2ccc(Cl)cc2)=NO1 (stereo unspecified)	nt	nt	-4	-0.3	0	4	89	-3	-0.7
O=C(NCc1ccco1)c1cc2n(n1)C(C(F)(F)F)CC(c1ccc(Br)cc1)N2 (stereo unspecified)	-7	1	4	0.8	14	-3	96	-4	1.4
Cc1cccc(-n2cnc3cc(C(=O)N4CCc5ccccc54)ccc32)c1	5	-1	-11	1.8	12	-2	99	1	-1.4
O=C(Cn1cc(C(=O)c2ccco2)c2ccccc21)Nc1ccccc1F	11	-9	-2	0.8	10	-8	95	-4	2.1
Cc1ccc(N(CC(=O)NCc2ccccc2)C(=O)CCC(=O)Nc2ccccn2)cc1C	1	0	-8	-0.2	24	-4	96	-9	2.6
CCc1cccc(NS(=O)(=O)c2c(C)nc3scc(C)n3c2=O)c1	2	0	-12	6.9	-4	-7	93	-14	5.1
O=C(N/N=C/C1CC2CCC1C2)C1CC1 (stereo unspecified)	-15	0	-2	0.3	-3	5	103	-4	-0.5
CCN1CCN(C(=O)C2CCC(=O)N(CCCN3CCCC3=O)C2)CC1 (stereo unspecified)	-21	2	-9	-0.5	11	2	101	-9	0.3
CCc1nc(SCC(=O)Nc2ccc3c(c2)OCCO3)c2oc3ccccc3c2n1	-5	2	-1	-0.1	-1	2	100	4	-0.8
Clc1ccc(/C=N/N2CCCCC2)cc1	-8	-2	-8	-0.4	19	-2	103	1	0.8
O=C(CN1CCN(c2ccc(Cl)cc2)CC1)NCc1cccs1	-5	-8	-9	4.6	5	-1	100	-3	1.9
CC(C)OP(=O)(c1ccc(N(C)C)cc1)C(Nc1ccccc1)c1ccccc1 (stereo unspecified)	2	-4	-9	-1.9	-2	2	98	-3	-3.2
CC1CCN(S(=O)(=O)c2ccc3c(c2)N(CC(=O)NCCCN2C(C)CCCC2C)C(=O)CO3)CC1 (stereo unspecified)	-5	-8	-6	-0.6	9	7	118	3	0.2
Cc1nc(NC(=O)/C=C/c2ccc(Cl)cc2Cl)sc1C(=O)N(C)C	-5	-2	-1	0.3	31	-1	101	-2	0.9
CCC(=O)c1ccc(OCC(=O)Nc2ccc3c(c2)OCCO3)cc1	nt	nt	-4	1.1	nt	nt	nt	0	0.2
CC(C(=O)NC(N)=O)N1C(=O)NC(c2ccccc2)(c2ccccc2)C1=O (stereo unspecified)	-10	3	4	-0.5	1	0	100	-10	1.0
Cc1ccc(NCC(=O)Nc2cccc(S(=O)(=O)N(C)C)c2)c(Cl)c1	7	-2	-5	8.4	18	2	117	1	4.2
COc1cccc(C2C(C#N)=C(N)N(N(C)C)C3=C2C(=O)CC(C)(C)C3)c1OC (stereo unspecified)	-1	3	-2	0.0	13	8	103	-11	0.0
C=C(C)C(=O)Nc1cccc(C2=NOC3(C2)C[C@@H](C(N)=O)N(C(=O)c2ccc(Cl)cc2)C3)c1 (stereo partly specified)	nt	nt	-1	-0.3	12	-23	84	nt	-1.0
COc1ccc(/C=N/Nc2ccccn2)cc1OC	-13	7	-4	0.2	12	31	116	-7	-0.7
COc1ccc(NC(=O)c2ccc(NCCN3C(=O)CCC3=O)c([N+](=O)[O-])c2)cc1	-9	-8	-17	0.1	-18	2	102	-7	-0.5
CC(=O)c1ccc(NC(=O)CN2C(=O)NC(C)(c3ccc4c(c3)OCCO4)C2=O)cc1 (stereo unspecified)	nt	nt	-7	2.5	nt	nt	nt	-4	2.5
(more compounds)
SMILES	GPR7 antagonist	M18AAP inhibitor	OXTR potentiate	V1R ag counter	NALP1 yeast inh	MEKK2mut PB1 HTS	MEKK2wt PB1 HTS	GalR3 antagonist	OXTR ag
Cc1ccccc1/C=N/NC(=O)CSc1nc2ccccc2o1	4	22	0	-0.6	28	-3	89	-3	2.7
Cc1ccc(Sc2c(C=O)c3ccccc3n2C)cc1	-10	-10	-4	1.7	29	3	102	-3	-0.2
Cc1ccc(S(=O)(=O)N2CCOCC2)cc1C(=O)NCc1cn2ccsc2n1	-1	3	2	1.9	18	-7	97	-2	-0.7
COc1ccc(NS(=O)(=O)c2cc(NC(=O)c3cccc(OCc4c(C)noc4C)c3)ccc2OC)cc1	11	-11	-5	2.6	9	-2	94	-8	1.5
O=C(O)c1ccccc1OCCOCCOc1ccccc1C(=O)O	-7	-8	6	0.2	10	4	101	-6	1.3
C[C@H](CO)N1C[C@H](C)[C@@H](CN(C)S(=O)(=O)c2cccs2)Oc2ccc(NC(=O)Nc3ccc4c(c3)OCO4)cc2C1=O	nt	nt	-4	1.4	nt	nt	nt	-6	2.1
CC(C)CN(C(=O)C1CCCO1)C1CCS(=O)(=O)C1 (stereo unspecified)	nt	nt	-2	0.1	nt	nt	nt	1	0.8
Cc1ccc(NC(=O)C(=O)NCC2CCCN2S(=O)(=O)c2cccs2)cc1C (stereo unspecified)	nt	nt	-14	2.4	nt	nt	nt	-4	0.3
CCOC(=O)c1cc(C)nc(S(C)(=O)=O)c1C#N	-13	-2	-5	14	-4	-5	98	-2	-1.4
Cc1noc(C)c1S(=O)(=O)N(C)Cc1ccccc1	-14	-9	-2	-0.5	2	-45	5.0*[inhibitor]	-4	-0.5
O=S(=O)(c1ccc(Cl)nc1)N1CCC(Cc2ccccc2)CC1	nt	nt	-11	1.4	nt	nt	nt	-8	0.9
COc1ccc2cc3cc(C(=O)Nc4ccccc4N4CCN(C)CC4)oc3nc2c1	-5	-6	-10	1.0	-2	21	173*	-2	3.4
CCOC(=O)CNC(=O)CN1C(=O)CCSc2ccccc21	-5	3	1	-0.5	29	0	101	-5	0.7
CCOc1cc(CNCCc2ccc(S(N)(=O)=O)cc2)cc(Cl)c1OCc1ccccc1	21	10	-14	22*	7	36*	206*	nt	37*
COc1ccc(S(=O)(=O)N2CCCCCC2)cc1NS(=O)(=O)c1cc(C(=O)O)cc(C)c1C	nt	nt	-3	0.7	nt	nt	nt	4	0.0
O=C(O)Cc1nc(-c2cccnc2)sc1-c1ccc(Br)cc1	-8	2	2	-1.0	-1	5	103	-2	-0.4
CC(C)CN(C(=O)CCNC(=O)c1ccc([N+](=O)[O-])cc1)C1CCS(=O)(=O)C1 (stereo unspecified)	nt	nt	5	2.1	nt	nt	nt	-4	1.1
CC(C)[C@@H](CO)NC(=O)c1ccc2c3n(nc2c1)-c1ccc(Cl)cc1CO3	nt	nt	-18	0.1	-8	2	99	-2	-0.2
CCc1nnc(NC(=O)CCC(=O)NCc2ccccc2OC)s1	0	2	2	-0.3	8	-5	89	-6	-0.5
Cc1nn(-c2ccccc2)cc1/C=N/O	0	6	-4	-0.7	14	-2	96	-2	-0.1
O=C(Oc1ccccc1)c1ccc(NC(=O)c2ccco2)cc1	-6	5	-9	4.1	20	4	107	-3	2.7
COC(=O)c1ccc(COC(=O)CNC(=O)c2cccc(OC)c2)o1	nt	nt	-3	0.5	nt	nt	nt	-5	-0.4
O=C(c1cc(COc2ccc(F)cc2Cl)on1)N1CCCC(OCc2cccnc2)C1 (stereo unspecified)	-18	-3	-28	6.5	7	13	114	7	5.1
CC(=O)Nc1ccc(C(=O)CCl)cc1	nt	nt	-1	0.9	nt	nt	nt	-2	0.4
Cc1ccc(C(OCCN(C)C)c2cccc(C(F)(F)F)c2)cc1 (stereo unspecified)	13	-16	-5	3.5	22	-3	98	-12	4.2
Additional records follow:
SMILES	GPR7 antagonist	M18AAP inhibitor	OXTR potentiate	V1R ag counter	NALP1 yeast inh	MEKK2mut PB1 HTS	MEKK2wt PB1 HTS	GalR3 antagonist	OXTR ag
CCCc1nnc(SCC(=O)N2CCCCC2C)n1CC (stereo unspecified)	-17	-10	0	0.6	-6	-5	95	1	1.3
Cc1cc2cc(CN(Cc3cccs3)Cc3nnnn3CC3CCCO3)c(=O)[nH]c2cc1C (stereo unspecified)	3	-5	-9	0.3	4	-11	71	4	-0.4
CC1CCN(C(=O)COC(=O)c2ccc(F)c(S(=O)(=O)N3CCOCC3)c2)CC1	-12	-4	-6	3.9	15	6	109	0	-0.6
Cc1ccc(N(C(=O)c2csnn2)C(C(=O)NC(C)(C)C)c2ccncc2)cc1 (stereo unspecified)	18	-5	-4	0.6	3	7	111	5	0.3
COCCNC(=O)NC(=O)COC(=O)c1cccn1C	0	-10	-1	1.2	-5	-13	80	-9	-0.1
CSCCC(NC(=O)c1ccco1)C(=O)NCC1CCCO1 (stereo unspecified)	nt	nt	-2	0.8	nt	nt	nt	-5	0.1
COC(=O)C(C)(C(=O)OC)c1ccc(C(F)(F)F)cc1[N+](=O)[O-]	-2	3	-6	-0.2	-10	4	99	7	-0.3
Cn1c(SCC(=O)NN2C(=O)NC(C)(c3ccccc3)C2=O)nnc1-c1ccncc1 (stereo unspecified)	nt	nt	1	0.5	nt	nt	nt	-4	1.1
COc1ccc(S(=O)(=O)N(Cc2ccccc2)Cc2nc(-c3ccccc3)no2)cc1	8	0	-18	3.2	13	-19	85	-3	2.3
O=[N+]([O-])c1cccc(/C=N/NS(=O)(=O)c2ccccc2)c1	0	26	-15	1.3	19	10	98	-1	-0.7
COC(=O)c1cc(NS(=O)(=O)c2ccc3c(c2)c(=O)n(C)c(=O)n3C)cc(C(=O)OC)c1	3	8	-2	0.6	10	-2	91	-5	0.1
O=c1c2cc(N3CCOCC3)ccc2[nH]c(=S)n1Cc1ccco1	nt	nt	-2	-0.3	30	-1	97	-5	-0.1
CSc1ccc(/C=N/NC(=O)CNc2cccc3ccccc23)cc1	9	2	-1	0.4	35	16	122	-4	1.2
COc1ccc(CNS(=O)(=O)c2cc(-c3cc(C)no3)ccc2C)cc1OC	-1	-9	-13	2.7	34	-4	98	-1	1.3
CN(C)C(=O)CCC(=O)N1CCCC(C(=O)c2ccc3c4c(cccc24)CC3)C1 (stereo unspecified)	-8	-15	0	0.7	13	2	102	6	-0.2
COc1ccc(-c2c(-c3ccc(OC)cc3O)nc(C)nc2C(F)(F)F)cc1	-6	1	-11	-1.1	1	4	107	-9	-1.5

From PubChem
